Compound activity as filed in PubChem.
HBB splicing: alters splicing of the hemoglobin beta chain. HBB splicing reporter cell assay, activation; EGFP reporter with mutant IVS2-654 intron; response scale: normalised to 500 nM splice-correcting PNA. Potency, µM (series often up to 46.1 µM), for the others: at the top dose activation, most hits filed as activators. hit rate 0.06% among 65,000. AID 925; note: potency is the fitted concentration of half-maximal effect; 0% is about no effect
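HeLa cells stably expressing EGFP interrupted by mutant beta-globin intron 2 (IVS2-654), 500/well in 2% FCS. Treated with compound for 2 days at 37C. Splicing correction scored as total well GFP intensity (488 nm excitation, 500-520 nm emission); 500 nM antisense PNA served as control.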
Pol III holo inh: blocks replication by bacterial DNA polymerase III holoenzyme. Potency, µM (top dose mostly 57.1 µM), for the others: top-dose activity change, negative = inhibition. hit rate 0.25% among 71,000. reconstituted DNA polymerase III holoenzyme replication, biochemical; note: potency is the fitted concentration of half-maximal effect; % is set by controls: 0 for no effect and ±100 for the full control effect
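Reconstituted *E. coli* holoenzyme (0.35 nM Pol III, 1 nM beta, 154 nM SSB, 2 nM primase) was preincubated with compound for 15 min at RT. Synthesis on 1.4 nM ssM13Gori ran 35 min, then was stopped with PicoGreen/EDTA and read as dsDNA fluorescence.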
Luciferase inh: firefly luciferase inhibition; hit rate 2.2% among 72,000; purified firefly luciferase, luminescence, 8 min; Potency, µM (titrated, usually from 57.1 µM), for inactives: at the highest dose activity change, negative = inhibition, most hits filed as inhibitors; P08659; note: potency is the fitted concentration of half-maximal effect; % is set by controls: 0 for no effect and ±100 for the full control effect; nearly all actives have a fitted effect of over 40% in size
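Compounds were tested as concentration series (qHTS) against purified P. pyralis luciferase with luciferin and 10 uM ATP in 50 mM imidazole pH 7.2, 50 mM KCl, 7 mM MgCl2, 0.01% Tween 20, 0.05% BSA. Luminescence was read after 8 min at ambient temperature.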
CRE Fsk mod: modulators of forskolin-stimulated CRE signaling in CHO cells. CHO CRE-bla reporter (cAMP response element driving beta-lactamase), forskolin EC10, beta-lactamase ratio. Potency, µM (series often up to 38.2 µM), without a hit: top-dose activity change, negative = inhibition, actives largely listed as activators. hit rate 2.5% among 71,000. AID 662; active = well fitted activation curve with a large enough effect in the signal ratio, with a control signal flat, not every such curve was filed as active; inconclusive = small, poorly fitted or top-dose-only effect, or effect the other way, or a change in a side signal; the % refers to the signal ratio; note: potency is the fitted concentration of half-maximal effect; % of control where 0% means no effect
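Cells were plated overnight at 37 °C, exposed to compound titrations plus EC10 NKH 477 for 3 h, then given CCF4 dye for 2 h at room temperature. Blue/green (460/530 nm) ratio was converted to %Activity and AC50 values calculated.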
HADH2 inh: HADH2 (human) dehydrogenase inhibition; recombinant HADH2, NADH fluorescence, beta-hydroxybutyryl-CoA; Potency, µM (series often up to 57.1 µM), for the others: at the highest dose activity change, negative = inhibition, usual class: inhibitors; hit rate 3.4% among 73,000; AID 886; note: potency is the fitted concentration of half-maximal effect; % is set by controls: 0 for no effect and ±100 for the full control effect; nearly all actives have a fitted effect of over 60% in size; many of its hits are not listed in these tables
Target sequence (Q99714 whole entry, looked up, one chain of several): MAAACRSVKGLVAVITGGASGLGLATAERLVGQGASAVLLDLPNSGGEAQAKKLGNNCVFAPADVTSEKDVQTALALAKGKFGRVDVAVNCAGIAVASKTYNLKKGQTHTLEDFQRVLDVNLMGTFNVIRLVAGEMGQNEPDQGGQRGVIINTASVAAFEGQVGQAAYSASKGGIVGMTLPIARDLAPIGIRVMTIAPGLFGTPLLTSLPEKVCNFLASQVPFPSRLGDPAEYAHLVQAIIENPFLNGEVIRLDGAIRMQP
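20 nM HADH2 + cpd, 15 min RT; add 1 mM NAD+/90 uM beta-hydroxybutyryl-CoA; kinetic fluorescence 360/450 nm, 4 min. Tris-HCl pH 9.0, 0.01% Tween-20.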
Tau filament bind: binds recombinant human tau filaments. Potency, µM (highest dose often 57.1 µM), for inactives: at the highest dose activity change, negative = inhibition. recombinant tau filaments, thioflavin S fluorescence, 15 h; filaments grown with octadecylsulfate alongside compound. P10636. AID 596. hit rate 2% among 71,000;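 note: potency is the fitted concentration of half-maximal effect; % is set by controls: 0 for no effect and ±100 for the full control effect; actives lower thioflavin S fluorescence by blocking filaments or displacing dye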
Target sequence (P10636 whole entry, looked up): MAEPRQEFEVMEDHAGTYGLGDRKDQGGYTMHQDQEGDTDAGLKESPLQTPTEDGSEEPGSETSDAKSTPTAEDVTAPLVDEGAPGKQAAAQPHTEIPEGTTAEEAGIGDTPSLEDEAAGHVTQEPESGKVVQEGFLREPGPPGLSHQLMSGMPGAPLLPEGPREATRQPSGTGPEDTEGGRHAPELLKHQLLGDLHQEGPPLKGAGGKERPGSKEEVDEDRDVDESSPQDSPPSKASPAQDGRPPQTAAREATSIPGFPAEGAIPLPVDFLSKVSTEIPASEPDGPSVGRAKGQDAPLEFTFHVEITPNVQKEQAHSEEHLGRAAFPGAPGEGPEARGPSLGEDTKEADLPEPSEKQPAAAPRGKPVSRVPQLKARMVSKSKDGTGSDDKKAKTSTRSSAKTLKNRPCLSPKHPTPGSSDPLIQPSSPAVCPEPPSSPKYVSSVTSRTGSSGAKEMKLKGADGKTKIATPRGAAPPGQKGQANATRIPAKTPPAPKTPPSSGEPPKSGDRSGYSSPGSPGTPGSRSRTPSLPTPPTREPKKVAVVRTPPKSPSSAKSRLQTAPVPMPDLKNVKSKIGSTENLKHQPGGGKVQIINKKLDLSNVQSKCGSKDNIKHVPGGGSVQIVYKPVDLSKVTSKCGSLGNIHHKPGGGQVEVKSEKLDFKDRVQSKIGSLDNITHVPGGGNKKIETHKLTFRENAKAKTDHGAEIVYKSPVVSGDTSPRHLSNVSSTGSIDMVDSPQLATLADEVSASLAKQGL
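Thioflavine S fluorescence (ex 450, em 510 nm) reports filaments formed from 1 uM human tau plus 30 uM ODS over 15 h at 37 C (10 mM HEPES pH 7.4, 100 mM NaCl, 5 mM DTT); compounds displacing dye or blocking filaments lower signal.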
Texas Red fluor: compounds fluorescent in Texas Red spectral region. Compound fluorescence, Texas Red channel, 547/618 nm; hits give high values. hit rate 0.06% among 59,000. max dye-equivalent concentration, M; in the data active = max dye-equivalent concentration above about 10 nM; inconclusive = between about 1.1 nM and that limit
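Compound titrations in 100 mM Tris pH 8.0 were incubated 15 min at room temperature and read at 547 nm excitation / 618 nm emission. Texas Red six-point standard curve on each plate converted fluorescence to dye-equivalent concentration.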
Rhodamine fluor: rhodamine region autofluorescence; Rhodamine-region fluorescence, 547/598 nm, Tris buffer; hits give high values; max dye-equivalent concentration, M; hit rate 0.05% among 59,000; AID 594; in the data active = max dye-equivalent concentration above about 11 nM; inconclusive = between about 1.1 nM and that limit
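Intensities are converted to rhodamine-equivalent concentration using a six-point rhodamine standard on each plate. Compounds sit 15 min at room temperature in 100 mM Tris buffer, pH 8.0; read uses the 547/598 nm excitation/emission pair.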
ALOX15 inhib: blocks human 15-lipoxygenase activity; P16050; purified 15hLO-1, xylenol orange hydroperoxide absorbance; Potency, µM (series often up to 57.1 µM), for the others: top-dose activity change, negative = inhibition, actives largely listed as inhibitors; hit rate 1.4% among 74,000; AID 887; note: potency is the fitted concentration of half-maximal effect; % is set by controls: 0 for no effect and ±100 for the full control effect; nearly all actives have a fitted effect of over 55% in size
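Hydroperoxide formed from arachidonic acid (50 uM) by purified human 15hLO-1 (40 nM) oxidizes ferrous iron, and the ferric-xylenol orange complex is read at 573 versus 405 nm. Compounds were preincubated 15 min; reaction ran 6 min at room temperature.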
Hsp90 Hop PPI: changes Hsp90-Hop TPR2A binding signal, up or down; hit rate 0.44% among 71,000; AlphaScreen TPR2A-His6 binding biotin-Hsp90 C-terminal peptide; Potency, µM (titrated, usually from 57 µM), for the others: at the highest dose activity change, negative = inhibition; active = well fitted curve in either direction with a large enough effect; inconclusive = small, poorly fitted or top-dose-only effect, or another doubt; note: potency is the fitted concentration of half-maximal effect; % is set by controls: 0 for no effect and ±100 for the full control effect; many of its hits are not listed in these tables
ERK AVP inh: vasopressin-driven ERK pathway inhibition; AID 995; Potency, µM (highest dose often 57.5 µM), without a hit: at the top dose activity, negative = inhibition, most hits filed as inhibitors; HEK293-V1b, vasopressin-stimulated pERK AlphaScreen; hit rate 0.99% among 72,000; note: potency is the fitted concentration of half-maximal effect; % is set by controls: 0 for no effect and ±100 for the full control effect; nearly all actives have a fitted effect of over 55% in size
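Phosphorylated ERK1/2 detected via AlphaScreen bead proximity in lysates of V1b-expressing HEK293 cells given 25 nM vasopressin for 5 min after 30 min compound exposure (37 °C). AC50 from Hill equation; basal DMSO 0%, vasopressin 100%.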
Active calls of the source: *; i = inactive; ? = inconclusive; . = not tested or not shown; & = joins results of further samples; ! = a repeat was not active; [ ] = another dose, or the depositor's remark. Unless noted, calls come from the whole dose curve; as a rule, active = well fitted curve in the direction sought with a large enough effect; inconclusive = small, poorly fitted or top-dose-only effect, or another doubt; inactive = no such curve, though single readings can be large; an effect the other way counts as inactive or inconclusive. This is a subset; the hit share may differ from the screen's.

SMILES	HBB splicing	Pol III holo inh	Luciferase inh	CRE Fsk mod	HADH2 inh	Tau filament bind	Texas Red fluor	Rhodamine fluor	ALOX15 inhib	Hsp90 Hop PPI	ERK AVP inh
O=Nc1c(-c2c(O)[nH]c3ccccc23)[nH]c2ccccc12	0.7%	-14%&-20%	25µM*!	?	-10%&-21%	0.4µM*	i	i	?	13µM*!	10µM*
CC1(C)Cc2c(c(=S)nc(-c3ccccc3)n2CCO)CO1	0.6%	0%	-1%	0%	?	8%	i	i	-25%	1%	-10%
C[C@H](CCC(=O)O)[C@H]1CC[C@]2(C)[C@@H]3C(=O)C[C@H]4C(C)(C)[C@@H](O)CC[C@]4(C)[C@H]3C(=O)C[C@@]12C	2.9%[9.22 µM]	4%[11.4 µM]	2%[11.4 µM]	11%[7.6 µM]	-3%[11.4 µM]	8%[11.4 µM]	i	i	1%[11.4 µM]	-4%[11 µM]	2%[11.5 µM]
COC(=O)CSc1nnc(CNC(=O)Cc2ccccc2)n1-c1ccccc1OC	-0.4%	6%	1%	19%	7%	5%	?	i	7%	2%	8%
CCOc1ccccc1C1CC(=O)NC2=C1C(=O)CCC2 (stereo not given)	1.4%	0%	0%	10%	-12%	3%	i	i	10%	-1%	15%
CCOc1cc2[nH]c(=S)n(CCCN3CCOCC3)c(=O)c2cc1OCC	0.9%[0.369 µM]	-1%	1%	0%	-23%	0%	i	i	-1%	-6%	?
Cc1cccc(OCCOCCN2CCOCC2)c1C	-0.9%[9.22 µM]	-2%	1%	-1%	3%	-6%	.	.	2%	-2%	-8%
O=C1CC(c2ccc(Cl)c(Cl)c2)CC(O)=C1C=NCCN1CCNCC1 (stereo not given)	0.1%	-9%	-4%	1%	10%	22%	.	.	6%	-3%	-5%
CCOC(=O)CSc1ccc2nnc(-c3ccncc3)n2n1	-0.6%	-4%	1%	16%	-28%	-9%	.	.	27%	-17%	.
CC(=O)N1CCN(c2nc3cc4c(cc3nc2NS(=O)(=O)c2ccccc2)OCCO4)CC1	0.0%	1%	1%	?	-9%	7%	?	i	-24%	0%	7%
C[C@@H]1NC(=O)[C@@H](C)COC(=O)[C@H](C)NC(=O)[C@@H](C)COC1=O	1.5%[9.22 µM]	.	2%[11.4 µM]	.	4%[11.4 µM]	.	.	.	5%[11.4 µM]	.	3%[11.5 µM]
CCC(C)N(CCNC(=O)CC1Oc2ccccc2NC1=O)C1CCCCC1 (stereo not given)	-0.5%	2%	3%	-2%	-11%	2%	.	.	1%	-4%[2.3 µM]	13%
Cc1ccc(F)cc1NC(=O)c1cccc2nccnc12	1.8%	4%	2%	-4%	17%	1%	i	i	-9%	-6%	-25%
Cc1cc(Cl)ccc1N=Cc1c(O)n(C)c(=O)n(C)c1=O	-1.9%[0.0738 µM]	-3%[11.4 µM]	0%	?	-7%[11.4 µM]	-4%[11.4 µM]	.	.	2%[11.4 µM]	-5%[11 µM]	-8%
COc1cc(CO)cc(Br)c1OCc1cccnc1	-4.5%[57.5 µM]	-7%	1%	?	?	2%	?	i	-17%	-3%	-9%
Cc1cc(C)nc(NC(=O)c2cnc3sccn3c2=O)n1	-0.5%	-8%	0%	2%	?	-5%	.	.	4%	-9%	.
COc1cccc(C(=O)Cn2c(Br)nc3c2c(=O)n(C)c(=O)n3C)c1	2.1%[0.369 µM]	-5%	-1%	-7%	2%	-4%	i	i	1%	-1%	?
CCOC(=O)N1CCN(Cc2nc3c(c(=O)n(C)c(=O)n3C)n2Cc2cccc(C)c2)CC1	6.5%[1.84 µM]	4%	2%	?	17%	1%	i	i	?	-1%	2%
C=CCOc1nc(N(C)C)nc(N(C)C)n1	1.3%	-3%	0%	?	13%	1%	i	i	5%	-3%	-28%
CN(C1CCCCC1)S(=O)(=O)c1ccc(-n2cnnn2)cc1	1.7%	0%	1%	10%	8%	4%	i	i	-6%	-1%	24%
CCCCN(C(=O)CNC(=O)c1ccco1)C(C(=O)NC1CCCCC1)c1ccc(OC)cc1OC (stereo not given)	.	2%	1%	0%	9%	-12%	i	i	3%	-6%	-5%
O=C1CC[C@H](N2C(=O)c3ccccc3C2=O)C(=O)N1	2.5%[20.6 µM]	-1%	-2%	-7%	3%	?	?	i	-8%	1%	16%
O=C(CN1CCCC1)Nc1ccc(Oc2ccc(NC(=O)CN3CCCC3)cc2)cc1	-1.3%	-6%	-28%	3%	14%	-4%	i	i	-8%	-1%	-3%
COc1ccc(-c2cc3n(n2)CCc2nc4ccccc4n2-3)cc1	-1.4%[57.5 µM]	-2%	-8%	17%	?	i	i	i	-1%	0%	-21%
CCOc1ccc(-n2nc(C(=O)NCCOC)c3ccccc3c2=O)cc1	-1.6%	-2%	0%	?	-14%	5%	i	i	1%	-2%	-3%
CCN(CC)CCNC(=O)c1c(O)c2cc(OC)c(OC)cc2[nH]c1=O	.	-6%	0%	4%	7%	108%	i	i	2%	-3%	24%
CS(=O)(=O)c1ccc2nc(NC(=O)C3C4C=CC(C4)C3C(=O)O)sc2c1 (stereo not given)	1.1%	-6%	0%	?	-11%	-4%	i	i	2%	-6%	13%
COc1cccc(-c2nc(NCc3ccc(OC)cc3OC)c3ccccc3n2)c1	-0.7%	-4%	-1%[2.29 µM]	19%	-15%	80%	i	i	?	2%	-14%
C=CCNC(=O)c1ccc(C)cc1Cl	1.4%	-2%	-4%	-2%	4%	3%	.	.	3%	0%	-3%
CCOC(=O)c1cc(CC)sc1NC(=O)Cc1ccsc1	0.0%[57.5 µM]	1%	2%	?	-7%	0%	?	i	-7%	?	3%
COc1ccc(CN(Cc2cc3ccc(C)cc3[nH]c2=O)Cc2nnnn2C2CCCC2)cc1	.	0%	0%	?	-5%	68%	i	i	-18%	-10%	5%
COc1ccc(N2C(=O)C(CC(=O)O)S/C2=C\C(C)=O)cc1 (stereo not given)	-1.9%	0%	0%	8%	-6%	-5%	i	i	10%	-4%	3%
COc1ccc(Cc2nnc(SCC(=O)Nc3nc(C)cs3)o2)cc1	1.7%	-5%	0%	-5%	-2%	-6%	i	i	-16%	-6%	14%
O=c1[nH][nH]c2nc(C(F)(F)F)cc(C(F)(F)F)c12	-0.5%	-6%	1%	-2%	11%	5%	i	i	-4%	-4%	-5%
O=C(CCS(=O)(=O)Cc1ccccc1F)N1CCc2ccccc2C1	4.6%	-4%	-1%	?	-1%	4%	?	i	-6%	6%	13%
Cc1noc(C)c1C(=O)N1CCc2ccccc2C1	3.2%	-3%	0%	-8%	6%	12%	i	i	0%	?	33%
Nc1ccc2oc(-c3ccccn3)nc2c1	0.0%[57.5 µM]	-7%	20µM*	18%	-11%	-26%	i	i	9%	-4%	-28%
Cc1cc(-n2c(C)cc(C(=O)CSc3nnnn3-c3ccccc3)c2C)no1	-3.1%	2%	1%	?	-6%	17%	i	i	5%	1%	-22%
COc1ccc(CCNC(=O)CSc2nnc(-c3cccc(C)c3)o2)cc1OC	-0.1%[57.5 µM]	-6%	0%	0%	-11%	-8%	i	i	18%	0%	-15%
COc1ccc(N2CCN(C(c3ccccc3)c3nnnn3Cc3ccc(F)cc3)CC2)cc1 (stereo not given)	0.3%[57.5 µM]	0%	2%	-3%	-11%	-24%	i	i	-3%	-20%	-10%
Cc1cccc(CN2CCNC2=O)c1	0.5%[0.369 µM]	-1%	0%	-6%	3%	-3%	i	i	3%	-3%	-27%
CCOC(=O)C1CCCN(C(=O)C(C)Oc2ccc(Cl)cc2Cl)C1 (stereo not given)	3.3%	3%	2%	-3%	-2%	-18%	?	i	-4%	2%	-21%
O=C(NCCC1=CCCCC1)N[C@@H](Cc1ccccc1)C(=O)O	-0.2%	1%	2%	?	5%	-5%	i	i	-5%	3%	-2%
O=C(OCc1ccc2c(c1)OCO2)c1ccc(S(=O)(=O)N2CCCCC2)cc1	1.4%	-11%	4%	7%	0%	77%	.	.	0%	-1%	2%
COCCn1c(C)nc2oc3ccc(Br)cc3c(=O)c2c1=O	-0.5%	-9%	0%	?	6%	16µM*	?	i	8%	-6%	4%
CC(C)CC(c1nnnn1CC1CCCO1)N1CCN(c2cccc(Cl)c2)CC1 (stereo not given)	-3.4%	9%	-1%	-11%	-3%	-1%	i	i	5%	2%	19%
